VHR inh color: VHR1 phosphatase inhibitors, primary screen, biochemical, colorimetric, HTS; inhibition, % at 20 µM; hit rate 0.7% among 50,000; recombinant VHR phosphatase, colorimetric substrate read-out; AID 1992, 2009; in the data active = inhibition above about 60%; note: some results filed as inactive read as strong as hits
Target sequence (P51452 whole entry, looked up): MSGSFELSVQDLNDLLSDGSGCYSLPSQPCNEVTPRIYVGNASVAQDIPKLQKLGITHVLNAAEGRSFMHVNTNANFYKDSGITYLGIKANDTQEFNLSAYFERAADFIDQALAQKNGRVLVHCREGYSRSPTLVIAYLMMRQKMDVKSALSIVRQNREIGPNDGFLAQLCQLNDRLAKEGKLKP
* = called active by the depositor.

SMILES	VHR inh color
CCOC(=O)c1c(C)n(C)c2c(C)cc(O)c(OC(=O)CC)c12	-1.9
CN(C)CCNC(=O)C12CC3CC(c4ccccc4)(C1)CC(c1ccccc1)(C3)C2	-4.9
CC1(C)CC(NC(=O)c2ccc(Cl)cc2)CC(C)(C)N1	-1.0
Cc1nc(/N=C(/N)NC(=O)Cc2ccccc2)nc2ccccc12	8.6
Cc1c(N(C(=O)c2cc(=O)[nH]c3ccccc23)C(C)C)c(=O)n(-c2ccccc2)n1C	-10.4
CCN(CC)c1ccc(/C=C2\C(=O)NC(=S)N(c3ccc(F)cc3)C2=O)c(O)c1	-18.1
O=C(NCC1(c2ccccc2)CCCC1)c1ccccc1Cl	-11.2
O=C(CSc1ncccn1)Nc1ccc(Cl)cc1	-1.6
Cc1cccc(C2(c3cccc(C)c3)CC2C(=O)Nc2cc([N+](=O)[O-])ccc2O)c1 (centres undefined)	15.1
CCOc1ccc(C(=O)Nc2ccc(C(=O)OC)cc2)cc1Cl	-14.9
COc1ccc(NC(=O)CSc2nc3ccc(N4C(=O)c5ccccc5C4=O)cc3s2)cc1	18.3
CCOc1ccc2nc(SCC(=O)c3ccc(C)cc3C)sc2c1	-3.5
C=CCC(CC=C)(NC(=O)/C=C/c1ccccc1)c1ccccc1	-1.1
Cc1ccc(C)n1-c1ccc(N2CCNCC2)c([N+](=O)[O-])c1	-2.8
O=C(COc1ccccc1)Nc1cccc(-c2nc3ccccc3[nH]2)c1	-5.6

3 structures from above, sorted by SMILES length, smallest number first.
SMILES	VHR inh color
Cc1nc(/N=C(/N)NC(=O)Cc2ccccc2)nc2ccccc12	8.6
CCOC(=O)c1c(C)n(C)c2c(C)cc(O)c(OC(=O)CC)c12	-1.9
Cc1cccc(C2(c3cccc(C)c3)CC2C(=O)Nc2cc([N+](=O)[O-])ccc2O)c1 (centres undefined)	15.1

Next entries follow.
SMILES	VHR inh color
CCOC(=O)Cn1nc(-c2ccccc2)c2ccccc2c1=O	3.1
CCN(CC)c1ccc(C2NC(=O)NC(C)=C2C(=O)OCCC#N)cc1 (centres undefined)	-10.5
COc1ccc(NS(=O)(=O)c2cccc([N+](=O)[O-])c2)c(OC)c1	-9.0
C=CCn1c(SCC(=O)c2ccc(Br)cc2)nc2sc3c(c2c1=O)CCN(C)C3	21.6
COc1ccc(Br)cc1-n1c(=O)[nH]c2cc(C(F)(F)F)ccc21	1.2
COCCOC(=O)C1=C(C)NC(=O)CC1c1ccccc1OCc1ccccc1 (centres undefined)	-21.9
CC(=O)Nc1ccc2oc(-c3ccc(F)cc3Cl)nc2c1	-57.8
Cc1ccc(S(=O)(=O)N2CCN(C(=O)c3ccccc3)C2)cc1[N+](=O)[O-]	-10.0
COc1ccc(S(=O)(=O)N2CCc3ccccc32)cc1	-15.9
CC(=O)NS(=O)(=O)c1ccc(NC(=O)c2ccc([N+](=O)[O-])c(C)c2)cc1	-3.9
O=C1CSC(=S)N1/N=C\c1ccc(O)c([N+](=O)[O-])c1	28.5
CC1=C(C(=O)Nc2ccccc2)C(c2ccc(Cl)cc2)NC(=S)N1 (centres undefined)	28.3
CCOc1ccccc1C1C(C(=O)OC)=C(C)N(C)C(C)=C1C(=O)OC	-3.1
O=c1cnnc(N/N=C\c2ccc(C(F)(F)F)cc2)[nH]1	-6.7
CC(C)COc1ccc(C(=O)Nc2ccc(NC(=O)c3ccco3)c(Cl)c2)cc1	3.2
COc1ccc(Cc2c(O)nc(SCC(=O)Nc3ccc(OC)cc3)[nH]c2=O)cc1	13.9
COc1cc(/C=N\Nc2nc3ccccc3o2)cc(OC)c1OC	4.8
Cc1ccc(NC(=O)c2nc[nH]c2C(=O)Nc2ccc(Br)cc2C(=O)c2ccccc2)cc1	1.0
CCOc1ccc(/C=C2/SC(=S)N(CN3CCOCC3)C2=O)cc1	50.3
Cc1ccc(NC(=O)c2cc(F)c(F)cc2Cl)nc1	1.8
CC(C(=O)c1ccc(Cl)cc1)[n+]1cccc(NC(=O)c2ccccc2)c1 (centres undefined)	-22.6
O=C(/C=C/c1cccs1)Nc1ncc(Cc2ccccc2Cl)s1	-18.8
COc1cc(-c2noc(-c3ccccc3C)n2)cc(OC)c1OC	-5.6
CCOC(=O)c1c(NC(=O)c2ccc([N+](=O)[O-])cc2)sc2c1CCC(C)C2 (centres undefined)	4.9
Oc1cccc(C=Nc2ccc(Cl)c(Cl)c2)c1	-2.1
O=C1CC(N(Cc2ccc3c(c2)OCO3)C(=O)c2ccc(Cl)cc2)C(=O)N1c1ccc(F)cc1 (centres undefined)	33.2
Nc1nonc1-n1nnc(C(=O)N/N=C/c2cccc(O)c2)c1-c1ccccc1	-3.6
CCOc1cc(C(=O)Nc2ccc(N3CCN(C(C)=O)CC3)cc2)cc(OCC)c1OCC	-24.2
O=C(Nc1ccc2c(c1)OCCO2)c1ccncc1	13.0
COc1ccc(-c2nnc(SCC(=O)Nc3ccc(C)cc3Br)o2)cc1	5.8
COc1ccc(C(=O)N(c2ccccc2)C2CC(C)Nc3ccccc32)cc1 (centres undefined)	2.4
COC(=O)c1ccc(NC(=O)c2ccc3nccnc3c2)cc1	-20.5
CC(=O)Nc1ccc(S(=O)(=O)Nc2ccc(C)c(Br)c2)cc1	-5.3
Cc1cccc(CC2S/C(=N\N=C\c3ccc(O)cc3)NC2=O)c1 (centres undefined)	-52.5
Cc1ccc(/C=N/NC(=O)C2=NNC(=O)C2C)o1 (centres undefined)	10.9
COc1ccc(OC)c(/C=C2/C(=O)ON=C2c2ccccc2)c1	-1.5
CCOc1ccc(NC(=S)NC(=O)/C=C/c2ccc(OC)c(OC)c2)c([N+](=O)[O-])c1	-31.2
COc1ccc(CN2CCN(C(=O)c3cccc(F)c3)CC2)cc1OCc1ccccc1	12.3
O=C(CSc1nnc2c(n1)[nH]c1ccccc12)OCN1C(=O)c2ccccc2C1=O	7.4
CCOC(=O)C1=C(C)NC(C)=C(C(=O)OCC)C1c1ccc(C)cc1	1.7
Cc1cc(C)nc(N/N=C/c2ccc(C(F)(F)F)cc2)n1	-0.7
CCOc1ccccc1NC(=O)CN(c1c(C)cccc1C)S(C)(=O)=O	-33.4
COC(=O)c1cccc(-c2ccc(/C=C3\C(=O)N(c4cccc(C(=O)O)c4)N=C3C)o2)c1	-18.0
COc1cc(C(C)=O)ccc1OC(=O)CN1C(=O)c2ccccc2C1=O	-30.0
COc1ccc(NC(=O)C(=O)NCc2ccc(Cl)cc2)cc1Cl	14.4
O=c1oc(-c2ccccc2Cl)nc2sc3c(c12)CCCCC3	-15.4
CCOc1ccc(/C=C2\C(=O)NC(=S)N(c3ccc(CC)cc3)C2=O)cc1OC	22.0
COc1cc2c(cc1NC(=O)Cc1ccc(OC)c(OC)c1)oc1ccccc12	-4.8
CCOC(=O)C(CCOCCOc1cc(C)cc(C)c1C)C(=O)OCC	1.4
CCOC(=O)CCc1c(C)nc2cc(-c3cccc(F)c3)[nH]n2c1=O	-16.8
Cc1c(Cl)cccc1N1C(=O)C2C3C=CC(C4CC34)C2C1=O (centres undefined)	-4.7
Cc1cccc(CN2CCN(S(=O)(=O)c3ccc(Cl)cc3)CC2)c1	2.3
O=C(N/N=C/c1ccc(I)cc1)C1CC(=O)N(c2ccccc2)C1 (centres undefined)	1.4
O=S(=O)(N=Nc1c(O)[nH]c2ccccc12)c1ccc(Cl)cc1	-25.6
CC1=NN(c2ccc(S(N)(=O)=O)cc2)C(=O)/C1=C\c1cccc([N+](=O)[O-])c1	13.8
COCCNC(=O)COc1ccc2ccccc2c1	-5.9
CC1=NN(C(=S)Nc2ccccc2)C(C)(C)C1	-7.7
Cc1ccc(/C=N/Nc2nc(C(C)(C)C)cs2)o1	11.4
Oc1c(/C=C2\C=Nc3ccccc32)sc(=S)n1-c1ccc(F)cc1	-5.2
O=C1C(Cl)=C(Nc2cccc([N+](=O)[O-])c2)c2c(Cl)c(Cl)c(Cl)c(Cl)c21	-15.9

For convenience, some entries already given:
SMILES	VHR inh color
COc1cc(C(C)=O)ccc1OC(=O)CN1C(=O)c2ccccc2C1=O	-30.0
COc1ccc(NC(=O)C(=O)NCc2ccc(Cl)cc2)cc1Cl	14.4
O=c1oc(-c2ccccc2Cl)nc2sc3c(c12)CCCCC3	-15.4
CCOc1ccc(/C=C2\C(=O)NC(=S)N(c3ccc(CC)cc3)C2=O)cc1OC	22.0
COc1cc2c(cc1NC(=O)Cc1ccc(OC)c(OC)c1)oc1ccccc12	-4.8
CCOC(=O)C(CCOCCOc1cc(C)cc(C)c1C)C(=O)OCC	1.4
CCOC(=O)CCc1c(C)nc2cc(-c3cccc(F)c3)[nH]n2c1=O	-16.8
Cc1c(Cl)cccc1N1C(=O)C2C3C=CC(C4CC34)C2C1=O (centres undefined)	-4.7
Cc1cccc(CN2CCN(S(=O)(=O)c3ccc(Cl)cc3)CC2)c1	2.3
O=C(N/N=C/c1ccc(I)cc1)C1CC(=O)N(c2ccccc2)C1 (centres undefined)	1.4
O=S(=O)(N=Nc1c(O)[nH]c2ccccc12)c1ccc(Cl)cc1	-25.6
CC1=NN(c2ccc(S(N)(=O)=O)cc2)C(=O)/C1=C\c1cccc([N+](=O)[O-])c1	13.8
COCCNC(=O)COc1ccc2ccccc2c1	-5.9
CC1=NN(C(=S)Nc2ccccc2)C(C)(C)C1	-7.7
Cc1ccc(/C=N/Nc2nc(C(C)(C)C)cs2)o1	11.4
Oc1c(/C=C2\C=Nc3ccccc32)sc(=S)n1-c1ccc(F)cc1	-5.2
O=C1C(Cl)=C(Nc2cccc([N+](=O)[O-])c2)c2c(Cl)c(Cl)c(Cl)c(Cl)c21	-15.9

Next section:
SMILES	VHR inh color
CC(C)c1ccc(NC(=O)C2CCCCC2C(=O)O)cc1 (centres undefined)	-8.8
COc1cc(C2/C(=C(\O)c3ccccc3)C(=O)C(=O)N2CCN(C)C)ccc1O (centres undefined)	-17.2
COc1ccccc1OCC(=O)Nc1cccc(C(C)=O)c1	-3.5
CC1=C(C(=O)OC(C)C)C(c2ccc(Br)cc2)C2=C(CCCC2=O)N1 (centres undefined)	-12.7
CN(C)c1cc(N/N=C/c2ccncc2)nc(N(C)C)n1	-7.3
O=C1c2ccccc2NC(c2ccc3c(c2)OCO3)N1c1ccc(F)cc1 (centres undefined)	-17.1
COc1ccc(/C=C/C(=O)NC(=S)Nc2ccccc2C)cc1OC	-22.2
N/N=C1/NC(=O)C(Cc2cccc([N+](=O)[O-])c2)S1 (centres undefined)	-5.2
CCOc1ccc(NC(=O)c2cc(-c3ccc(OC)cc3)nc3ccccc23)cc1	-6.3
COCCCNS(=O)(=O)c1c(C)cc(C)cc1C	-3.4
COC(=O)c1cc(NC(=O)c2cccc(OCc3ccccc3)c2)cc(C(=O)OC)c1	-6.4
Cc1cc(N=CC2=C(O)CC(C)(C)CC2=O)no1	1.2
CSc1ccc(CN2CCN(S(=O)(=O)c3ccc(C)cc3)CC2)cc1	-4.1
Cc1ccc(NC2c3ccccc3Oc3ccccc32)cc1	-4.3
O=C(O)CCCCCN1C(=O)C(=O)/C(=C(/O)c2ccc([N+](=O)[O-])cc2)C1c1ccc(F)cc1 (centres undefined)	-3.7
C/C(=C/C(=O)NCc1ccccc1)C(=O)O	-23.4
CCCCCc1nnc(NC(=O)COc2ccccc2)s1	-16.1
COc1ccc(CN2CCN(C(=O)c3ccco3)CC2)cc1Br	-22.4
CCN(CC)S(=O)(=O)c1cc(C(N)=O)ccc1C	-6.4
CCc1cc2c(=O)c(-c3nc4ccccc4n3C)coc2c(CN2CCN(C)CC2)c1O	15.1
NC(=O)N/N=C(\C=C\c1ccccc1)C1(O)CCCCC1	-14.9
Cc1cc(NCCN2CCOCC2)n2c(nc3ccccc32)c1C#N	-2.5
CC(C)c1ccc(/C=C/C(=O)Nn2cnnc2)cc1	8.9
Cc1cccc(OCCn2ccnc2)c1C	-23.4
Cc1ccc(-n2cc(C=C3C(=O)NC(=O)NC3=O)cn2)cc1C	104.9*
Cc1cccc(NC(=O)/C=C/c2ccc(F)cc2)c1	-24.2
CC(=O)OCCCN1C(=O)c2ccccc2C1=O	-8.2
O=C(N/N=C/c1ccco1)c1cc(C23CC4CC(CC(C4)C2)C3)[nH]n1	-3.4
COc1ccccc1N1CCN(CC(O)COc2ccc(C34CC5CC(CC(C5)C3)C4)cc2)CC1 (centres undefined)	-3.9
N#C/C(=C\c1cccc(F)c1)c1nc(-c2ccc([N+](=O)[O-])cc2)cs1	1.9
Cc1cc(=O)oc2c(CN3CCN(CCO)CC3)c(O)ccc12	0.3
COc1ccccc1/C=C1\SC(N2CCCCC2)=NC1=O	-3.4
O=C(ON=C1c2ccccc2-c2ccccc21)c1ccc(Cl)cc1Cl	1.7
Cc1ccc(NC(=O)c2ccc3c(c2)OCO3)cc1[N+](=O)[O-]	-18.3
CN1C(=O)NC(=O)/C(=C/c2cccn2-c2cccc([N+](=O)[O-])c2)C1=O	-1.9
O=C(CCN1C(=O)c2ccccc2C1=O)NCc1ccccn1	-30.5
COc1ccc(CCNC(=O)COc2ccccc2[N+](=O)[O-])cc1OC	-0.4
Cc1ccc(N2C(=O)c3ccccc3NC2c2ccccc2F)cc1 (centres undefined)	-4.5
O=C(c1cccs1)N1CCN(Cc2ccncc2)CC1	-10.3
O=C(Nc1c(O)c2ccccc2[nH]c1=O)c1ccco1	-12.6
O=C(c1ccc(Cl)cc1Cl)N1CCN(c2ccc(Cl)cc2)CC1	-24.8
COc1ccc(Nc2ncnc3[nH]ncc23)cc1	-11.3
CC(C)Oc1ccc(C(=O)NCc2cccnc2)cc1	-6.6
O=C1CC(NCCc2ccccc2)C(=O)N1c1ccc(F)cc1 (centres undefined)	-9.4
Cc1ccc(C(=O)N2CCN(Cc3ccccc3)CC2)cc1	-11.4
O=C(COc1ccc2ccccc2c1)N1CCN(c2ccccc2)CC1	-7.9
Cc1c(-n2c(O)c(C3=c4cc([N+](=O)[O-])ccc4=NC3=O)sc2=S)c(=O)n(-c2ccccc2)n1C	2.0
Oc1ccc(Br)cc1CN1CCN(Cc2ccccc2C(F)(F)F)CC1	-5.3
CC1(C)OC2OC(C(=O)Nc3ccccc3)C3OC(C)(C)OC3C2O1 (centres undefined)	-25.0
CCOc1ccc(NC(=O)CN(c2cc(OC)ccc2OC)S(C)(=O)=O)cc1	-14.9
Cc1ccccc1NC(=O)CSc1ncccn1	1.0
Cc1c(C#N)c(N)c(C(=O)c2ccc(Br)cc2)n1-c1ccc(Br)cc1	-19.2

Screening data: PubChem BioAssay, Sanford-Burnham Center for Chemical Genomics

A portion of the library; the hit share may differ from the screen's.
